TGFb SMAD3 inh = qHTS for Inhibitors of TGF-b; HepG2 CAGA-GFP TGF-b/SMAD3 reporter, GFP fluorescence, 18 h; TGF-beta stimulated, 500 pg/mL final; Potency, µM (top dose mostly 46.1 µM), for inactives: top-dose activity, negative = inhibition, actives largely listed as inhibitors; 410,000 tested, 1.2% active; further: potency means the concentration at half of the fitted maximal effect; on the % scale 0 is the no-effect control and ±100 the full control effect; nearly all actives have a fitted effect of over 65% in size
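Per well, imaged GFP fluorescence of HEPG2 CAGA-GFP cells gives the signal; cells get compound, then TGF-beta (500 pg/mL final), 18 h at 37 degrees C; %Activity versus -TGF-beta and +DMSO controls.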
EPAC2 antagonist = qHTS for Antagonist of cAMP-regulated guanine nucleotide exchange factor 2 (EPAC2): primary screen | 360,000 tested, 0.18% active | Rap guanine nucleotide exchange factor 4 (Homo sapiens), Q8WZA2 | AID 720708, 2013 | Potency, µM (series often up to 114 µM), for inactives: at the top dose activity, negative = inhibition, usual class: inhibitors | EPAC2 GEF exchange of Rap1B-BODIPY-GDP, fluorescence; further: potency means the concentration at half of the fitted maximal effect; on the % scale 0 is the no-effect control and ±100 the full control effect; nearly all actives have a fitted effect of over 45% in size; many of its hits are not listed in these tables
Target sequence (Q8WZA2 whole entry, looked up): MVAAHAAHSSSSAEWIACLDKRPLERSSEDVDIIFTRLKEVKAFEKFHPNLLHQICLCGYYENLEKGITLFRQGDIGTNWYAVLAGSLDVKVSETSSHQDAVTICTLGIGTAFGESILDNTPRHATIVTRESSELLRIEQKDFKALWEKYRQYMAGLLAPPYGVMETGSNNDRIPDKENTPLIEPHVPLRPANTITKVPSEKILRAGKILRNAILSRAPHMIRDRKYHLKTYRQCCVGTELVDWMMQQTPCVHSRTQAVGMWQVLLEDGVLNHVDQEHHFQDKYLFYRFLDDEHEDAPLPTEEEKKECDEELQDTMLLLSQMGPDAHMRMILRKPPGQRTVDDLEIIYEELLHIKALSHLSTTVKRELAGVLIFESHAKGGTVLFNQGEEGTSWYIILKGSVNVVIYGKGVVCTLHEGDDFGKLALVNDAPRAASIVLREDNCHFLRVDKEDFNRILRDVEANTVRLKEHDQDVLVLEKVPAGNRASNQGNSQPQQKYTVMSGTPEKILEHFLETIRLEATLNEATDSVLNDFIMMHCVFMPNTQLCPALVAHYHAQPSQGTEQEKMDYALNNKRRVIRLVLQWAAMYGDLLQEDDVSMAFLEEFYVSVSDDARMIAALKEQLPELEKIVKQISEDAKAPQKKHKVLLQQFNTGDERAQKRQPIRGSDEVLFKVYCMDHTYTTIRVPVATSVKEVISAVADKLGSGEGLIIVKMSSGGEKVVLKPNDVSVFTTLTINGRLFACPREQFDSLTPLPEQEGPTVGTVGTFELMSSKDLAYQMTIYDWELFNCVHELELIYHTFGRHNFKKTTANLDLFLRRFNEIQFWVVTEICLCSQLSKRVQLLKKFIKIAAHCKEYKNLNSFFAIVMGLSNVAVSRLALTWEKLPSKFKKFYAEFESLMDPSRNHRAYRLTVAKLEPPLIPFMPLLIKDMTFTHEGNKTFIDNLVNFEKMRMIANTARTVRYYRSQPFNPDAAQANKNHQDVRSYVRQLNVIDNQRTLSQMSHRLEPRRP
EPAC2 agonist = qHTS for Agonist of cAMP-regulated guanine nucleotide exchange factor 4 (EPAC2): primary screen; Rap guanine nucleotide exchange factor 4 (Homo sapiens), Q8WZA2; EPAC2 activation, biochemical qHTS; response scale: 100% = 6.5 mM cAMP response; Potency, µM (titrated, usually from 154 µM), for inactives: top-dose activation, usual class: activators; 360,000 tested, 0.079% active; further: potency means the concentration at half of the fitted maximal effect; nearly all actives have a fitted effect of over 50% in size
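qHTS, titration series. 100 nM EPAC2 / 250 nM Rap1B-BODIPY-GDP / 50 uM GDP; RT; ex 480/em 540 nm, 5-min reads to 30 min. Norm. to 6.5 mM cAMP = activation.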
A549 viability = Nrf2 qHTS screen for inhibitors: counterscreen for cytotoxicity | A549 ARE-Fluc cells, CellTiter-Fluor viability, 18-24 h | Potency, µM (series often up to 46 µM), for the others: top-dose activity change, negative = cytotoxicity, usual class: inhibitors | 390,000 tested, 0.16% active | AID 504648, 2011; further: potency means the concentration at half of the fitted maximal effect; on the % scale 0 is the no-effect control and ±100 the full control effect
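A549 ARE-Fluc cells in 5% FBS OPTI-MEM, 5000 cells/well, rested 2 h then exposed to compounds in concentration-response for 18-24 h at 37 °C. Viability by CellTiter-Fluor fluorescence (Ex 405/Em 525) after 30 min; luciferase luminescence (BugLite, 15 min, RT) read afterwards.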
CCT modulator = High-Throughput Screening for Modulators of Cytosolic Chaperonin Activity; 360,000 tested, 0.3% active; purified chaperonin ATPase assay, HTRF ADP detection, 30 min; activity change, % (concentration not given with the values), hits read low; in the data active means activity change below about -30%; further: on the % scale 0 is the no-effect control and ±100 the full control effect
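Nucleotide hydrolysis assay: TRiC at 20–40 nM final (set by batch activity) with 10 uM ATP, 30 min at 37 °C, in presence of 76 uM compound. Detection by competitive ADP HTRF, 30 min ambient.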
Nrf2 activator = qHTS of Nrf2 Activators | AID 624171, 2012 | Potency, µM (doses to about 46.1 µM), for the others: at the highest dose activation, hits mostly activators | AREc32 ARE-luciferase reporter (MCF7-derived line), luminescence, 24 h | 410,000 tested, 0.31% active; further: potency means the concentration at half of the fitted maximal effect; % of control where 0% means no effect; nearly all actives have a fitted effect of over 65% in size
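Luciferase luminescence (Steady-Glo, 30 min at room temperature) served as the read-out of ARE activation in AREc32 cells treated with compounds for 24 hr at 37 deg C.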
Nrf2 block = Nrf2 qHTS screen for inhibitors; A549 ARE-Fluc reporter, luciferase luminescence, 18-24 h; 360,000 tested, 2.1% active; Potency, µM (titrated, usually from 46 µM), without a hit: at the highest dose activity change, negative = inhibition, actives largely listed as inhibitors; AID 504444, 2011; further: potency means the concentration at half of the fitted maximal effect; on the % scale 0 is the no-effect control and ±100 the full control effect; nearly all actives have a fitted effect of over 60% in size
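Two sequential reads on A549 ARE_Fluc cells exposed to compound for 18-24 h: a CellTiter-Fluor fluorescence read for viability, then a luciferase luminescence read for Nrf2/ARE activity.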
Mm-Cpn inhibitor = Inhibitors of TCP-1 ring complex (TRiC) of Methanococcus maripaludis (MmCpn): qHTS; Potency, µM (titrated, usually from 76.9 µM), for inactives: at the top dose activity, negative = inhibition, hits mostly inhibitors; 330,000 tested, 0.031% active; AID 504842, 2011; purified Mm-Cpn ATPase, ADP Transcreener TR-FRET; Chaperonin Mm-Cpn (Methanococcus maripaludis); further: potency means the concentration at half of the fitted maximal effect; on the % scale 0 is the no-effect control and ±100 the full control effect; nearly all actives have a fitted effect of over 80% in size
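ATPase turnover read by TR-FRET ADP competition (Eu cryptate antibody/ADP-d2, 665/590 nm): 10uM ATP final, 25nM Mm-CPN final, 30 min 37degC after 10-min compound preincubation, pH 7.4 Tris/KCl/MgCl2/DTT buffer.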
Akt phos inh = HTS Assay for Inhibitors of Akt Phophorylation: Primary Screen; Neuro2A IGF-stimulated pAkt S473 HTRF, 20 min; stronger effect = lower value; activity change, % for hits at 50 µM; 360,000 tested, 0.32% active; AID 651550, 2012; in the data active means activity change below about -80%; inconclusive means mostly about -51% to -80%; further: on the % scale 0 is the no-effect control and ±100 the full control effect
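Single-point screen (50 µM final compound) in Neuro2A cells stimulated 20 min with 6 nM IGF at 37 deg C. After lysis, Ser473-phosphorylated Akt read by HTRF (ex 330 nm, em 615/665 nm) as the 665/615 ratio.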
Numbers without * were called inactive; i = inactive; ? = inconclusive; . = not tested or not shown; & = joins results of further samples; [ ] = remark or other dose. Unless noted, the call rests on the fitted dose curve; in most records, active means well fitted curve in the direction sought with a large enough effect; inconclusive means small, poorly fitted or top-dose-only effect, or another doubt; inactive means no such curve, though single readings can be large; an effect the other way counts as inactive or inconclusive. This is a subset, so the mix of outcomes need not match the whole.

SMILES | TGFb SMAD3 inh | EPAC2 antagonist | EPAC2 agonist | A549 viability | CCT modulator | Nrf2 activator | Nrf2 block | Mm-Cpn inhibitor | Akt phos inh
CC1(C)Cc2c(c(N3CCOCC3)nc3sc4c(NCCN5CCOCC5)nnnc4c23)CS1 | -22% | -10% | 11% | 1% | 0.5 | 0.7% | 8% | -2% | i
CN(C)S(=O)(=O)Oc1ccsc1C(=O)Nc1ccccc1Cl | 0% | -5% | 25% | -18% | -1.2 | 0.3% | ? | 0% | i
O=C(CN(Cc1ccc(F)cc1)C(=O)c1csnn1)NCc1ccccc1 | -1% | 2% | 8% | 2% | 1.4 | -0.1% | -22% | -1% | i
COCCCn1c(SCC(=O)Nc2cccc(C(=O)OC)c2)nnc1-c1ccncc1 | -1% | 7% | -2% | 2% | 0.8 | -0.9% | -18% | -1% | i
COc1cccc(S(=O)(=O)N(C)C[C@@H]2OCc3cnnn3CCCC(=O)N([C@H](C)CO)C[C@H]2C)c1 | 2% | 7% | 21% | . | -3.0 | 0.0% | . | . | i
CCCS(=O)(=O)NC(=O)C1(C)CCN(C(=O)c2ccnc(Cl)c2)C1 (stereo not drawn) | 28% | ? | 10% | . | 0.8 | -1.6% | . | . | i
CCOc1ccccc1NC(=O)C(=O)CC(=O)c1cccc(OC)c1 | 16% | -5% | 11% | -8% | 0.8 | 0.8% | 2% | 0% | i
COc1cc(CN2CCN(C(=O)c3cccc4ccccc34)CC2)cc(OC)c1OC | 2% | 5% | 6% | 1% | -2.7 | 0.0% | -10% | 1% | i
COc1ccccc1Sc1nc(-c2ccccc2)ncc1OC | -8% | ? | 9% | 2% | -2.5 | -0.5% | ? | -3% | i
Cc1cc(C)c(S(=O)(=O)NCc2ccc3c(c2)OCO3)c(C)c1 | -12% | -3% | 12% | -8% | 0.9 | 0.2% | -12% | -1% | i
C=CCNC(=O)c1csc(-c2ccccc2)n1 | 0% | 9% | 5% | 3% | 1.4 | 0.2% | -7% | 0% | i
O=C(CSc1ccc(Cl)cc1)N1N=CCC1c1ccccc1 (stereo not drawn) | -6% | -16% | 19% | 1% | 0.5 | 0.7% | ? | 0% | i
C[C@@H]1CN([C@H](C)CO)C(=O)CCCn2nncc2CO[C@H]1CN(C)S(=O)(=O)c1cccc(C#N)c1 | -23% | -4% | 14% | . | -1.1 | -1.9% | . | . | i
COc1ccc(C(=S)N2CCOCC2)cc1OC(=O)c1cc([N+](=O)[O-])c(C)c([N+](=O)[O-])c1 | 3% | -15% | 2% | 8% | 0.8 | -0.4% | -2% | -1% | i
CCOC(=O)c1c(C)[nH]c(C(=O)COC(=O)CNC(=O)c2ccc(Cl)cc2)c1C | -17% | -2% | -20% | -2% | -1.8 | 0.5%[9.22 µM] | -10% | -6% | i
CCOC(=O)N1CCN(Cc2nc3cc(NC(=O)c4cccs4)ccc3n2C)CC1 | -12% | 12% | 9% | -10% | -2.4 | 5.0% | ? | -1% | i
COc1cccc(NC(=O)CSc2nc3c(c(=O)n2C)SC(C)C3)c1 (stereo not drawn) | 3% | 8% | 13% | -8% | -1.4 | 3.2% | ? | 1% | i
CCN(CC(O)COCc1ccc(Cl)cc1)C1CCCCC1 (stereo not drawn) | 0% | 2% | 0% | -8% | -6.7 | 0.2% | -3% | 3% | i
Cc1ccc(OCc2ccccc2Br)c([N+](=O)[O-])n1 | 0% | -23% | 11% | 0% | 2.1 | 0.6% | ? | 4% | i
CCc1ccccc1N(C(=O)c1ccco1)C(C(=O)NC1CCCC1)c1cccnc1 (stereo not drawn) | -4% | 17% | 13% | 3% | -0.5 | 0.0% | 3% | 0% | i
Cc1ccc(Cl)cc1N1CCN(C(=O)c2cnc3c(-c4ccc(F)cc4)c(C)nn3c2C)CC1 | 9% | . | . | 13% | . | 0.3% | ? | . | .
CCn1ncc(Br)c1C(=O)Nc1cccc(F)c1 | 11% | -1% | -8% | 4% | -2.2 | 11% | -9% | 4% | i
COc1ccccc1C(C)NC(=O)c1ccccc1SCC(=O)N1CCCC1 (stereo not drawn) | -6% | -7% | 5% | -1% | -0.3 | -0.1% | -13% | -1% | i
COc1ccc(/C=C/C(=O)C2C(=O)C=C(C)OC2=O)cc1O (stereo not drawn) | -6% | 0% | 8% | 1% | -0.3 | ? | -9% | 1% | i
O=C(NCC1CCCO1)c1ccc(COc2ccccc2)cc1 (stereo not drawn) | -2% | 7% | -1% | 1% | -1.6 | 0.6% | 0% | 1% | i
Cc1cc(=O)[nH]c(CN2CCC(c3ccccc3)CC2)n1 | 0% | 4% | 0% | 3% | 0.5 | 0.1% | -2% | 2% | i
CC(C)C(C(=O)NC(C)(C)C)N(CCN1CCOCC1)C(=O)CNS(=O)(=O)c1ccccc1 (stereo not drawn) | 23% | 3% | 0% | 3% | 0.5 | 0.1% | 6% | 0% | i
COc1ccc(C2C(C#N)=C(N)N(N(C)C)C3=C2C(=O)CC(C)(C)C3)cc1OC (stereo not drawn) | 0% | 12% | 10% | 1% | -0.6 | 3.2% | -10% | 1% | i
COc1ccc(NC(=O)COC(=O)c2c3c(nc4ccccc24)CCCC3)cc1Cl | ? | -5% | -6% | ? | 0.1 | -0.8% | 23µM* | -1% | i
Cc1cc(NC(=O)c2ccc(S(=O)(=O)N3CCc4ccccc43)cc2)no1 | -24% | -9% | 12% | 5% | -1.0 | -0.7% | -26% | -2% | i
Cc1ccc(S(=O)(=O)N2CCN(CC3CC4C=CC3C4)CC2)cc1 (stereo not drawn) | -13% | -8% | 24% | -1% | 0.0 | 0.2% | -12% | 0% | i
COc1ccc(NC(=O)CSc2ccc([N+](=O)[O-])cc2)cc1S(=O)(=O)N1CCOCC1 | -19% | -5% | 3% | 0% | 0.4 | -0.8% | -26% | 1% | i
COc1cc(CNCCN(C)C)c(Br)cc1OC1CCCC1 | 0% | -12% | 8% | 1% | 0.9 | -0.6% | 0% | -4% | i
CC(C)(C)c1cc(C(=O)N/N=C/c2ccc(F)cc2)n(-c2ccccc2)n1 | -27% | -5% | 17% | -11%[1.84 µM] | -0.7 | 0.0% | ? | -2% | i
Cc1ccc(S(=O)(=O)c2nnn(CC(=O)Nc3ccccc3C)c2N)cc1 | ? | . | . | 0% | . | -0.1% | 3% | . | .
Cc1cccc(C(=O)NCc2nnc(SCC(=O)NC(C)c3ccccc3)n2C)c1 (stereo not drawn) | 0% | 1% | 5% | 2% | 0.3 | 0.3% | 2% | -4% | i
COc1ccccc1OCC(=O)Nc1nnc(-c2ccco2)s1 | 3% | -2% | 0% | 11% | 2.4 | 11µM* | 7% | -23% | i
CC(=O)Nc1ccc(S(=O)(=O)Nc2cc(-c3cn4ccccc4n3)ccc2C)cc1 | 9% | . | . | 0% | . | 13% | 13% | . | .
O=[N+]([O-])c1ccc(N2CCCC2)cc1NC(c1ccccc1)c1ccccc1 | ? | 2% | 10% | 3% | -6.6 | 0.1% | 7% | 0% | i
O=C(NC1(C(F)(F)F)Oc2ccccc2O1)N1CCCC1 | -16% | 3% | -4% | ? | 0.1 | ? | ? | -8% | i

Molecules shown so far containing fluorine:
SMILES | TGFb SMAD3 inh | EPAC2 antagonist | EPAC2 agonist | A549 viability | CCT modulator | Nrf2 activator | Nrf2 block | Mm-Cpn inhibitor | Akt phos inh
O=C(CN(Cc1ccc(F)cc1)C(=O)c1csnn1)NCc1ccccc1 | -1% | 2% | 8% | 2% | 1.4 | -0.1% | -22% | -1% | i
Cc1ccc(Cl)cc1N1CCN(C(=O)c2cnc3c(-c4ccc(F)cc4)c(C)nn3c2C)CC1 | 9% | . | . | 13% | . | 0.3% | ? | . | .
CCn1ncc(Br)c1C(=O)Nc1cccc(F)c1 | 11% | -1% | -8% | 4% | -2.2 | 11% | -9% | 4% | i
CC(C)(C)c1cc(C(=O)N/N=C/c2ccc(F)cc2)n(-c2ccccc2)n1 | -27% | -5% | 17% | -11%[1.84 µM] | -0.7 | 0.0% | ? | -2% | i
O=C(NC1(C(F)(F)F)Oc2ccccc2O1)N1CCCC1 | -16% | 3% | -4% | ? | 0.1 | ? | ? | -8% | i

Next section.
SMILES | TGFb SMAD3 inh | EPAC2 antagonist | EPAC2 agonist | A549 viability | CCT modulator | Nrf2 activator | Nrf2 block | Mm-Cpn inhibitor | Akt phos inh
CN1CCCCCC1=Nc1ccccc1C#N | -12% | 4% | -6% | -21% | -0.2 | -0.7% | . | 1% | i
O=C(c1ccco1)N1CCN(S(=O)(=O)c2ccc([N+](=O)[O-])cc2)CC1 | -29% | 15% | -3% | -2% | 0.4 | 3.7% | -7% | 0% | i
Cc1ccc(Nc2c(-c3ccc(N4CCOCC4)cc3)nc3ncccn23)c(C)c1 | ? | -14% | 8% | -5%&-8% | 0.0 | 2.6%&-0.5% | ? | -4% | i
CCC(C(=O)Nc1ncc(C)s1)c1ccccc1 (stereo not drawn) | 0% | -4% | 2% | 6% | -1.3 | 0.3% | -17% | 3% | i

Quoted at random: two records from the list.
SMILES | TGFb SMAD3 inh | EPAC2 antagonist | EPAC2 agonist | A549 viability | CCT modulator | Nrf2 activator | Nrf2 block | Mm-Cpn inhibitor | Akt phos inh
CN1CCCCCC1=Nc1ccccc1C#N | -12% | 4% | -6% | -21% | -0.2 | -0.7% | . | 1% | i
Cc1ccc(Nc2c(-c3ccc(N4CCOCC4)cc3)nc3ncccn23)c(C)c1 | ? | -14% | 8% | -5%&-8% | 0.0 | 2.6%&-0.5% | ? | -4% | i
